Screens from PubChem BioAssay.
KCNQ2 inh – KCNQ2 potassium channel inhibitors, primary screen, cell-based, CHO-K1, FluxOR thallium flux, B-score (AID 2156); Potassium voltage-gated channel subfamily KQT member 2 (Rattus norvegicus), O88943; 20 min; hits give low values; B-score at 10 µM; 310,000 compounds, 1.1% hits;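 active = fluorescence ratio B-score at most minus 3 library SDs, with starting brightness B-score within 2 library SDs, cut at about -5.5 in these data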
Target sequence (O88943 whole entry, looked up): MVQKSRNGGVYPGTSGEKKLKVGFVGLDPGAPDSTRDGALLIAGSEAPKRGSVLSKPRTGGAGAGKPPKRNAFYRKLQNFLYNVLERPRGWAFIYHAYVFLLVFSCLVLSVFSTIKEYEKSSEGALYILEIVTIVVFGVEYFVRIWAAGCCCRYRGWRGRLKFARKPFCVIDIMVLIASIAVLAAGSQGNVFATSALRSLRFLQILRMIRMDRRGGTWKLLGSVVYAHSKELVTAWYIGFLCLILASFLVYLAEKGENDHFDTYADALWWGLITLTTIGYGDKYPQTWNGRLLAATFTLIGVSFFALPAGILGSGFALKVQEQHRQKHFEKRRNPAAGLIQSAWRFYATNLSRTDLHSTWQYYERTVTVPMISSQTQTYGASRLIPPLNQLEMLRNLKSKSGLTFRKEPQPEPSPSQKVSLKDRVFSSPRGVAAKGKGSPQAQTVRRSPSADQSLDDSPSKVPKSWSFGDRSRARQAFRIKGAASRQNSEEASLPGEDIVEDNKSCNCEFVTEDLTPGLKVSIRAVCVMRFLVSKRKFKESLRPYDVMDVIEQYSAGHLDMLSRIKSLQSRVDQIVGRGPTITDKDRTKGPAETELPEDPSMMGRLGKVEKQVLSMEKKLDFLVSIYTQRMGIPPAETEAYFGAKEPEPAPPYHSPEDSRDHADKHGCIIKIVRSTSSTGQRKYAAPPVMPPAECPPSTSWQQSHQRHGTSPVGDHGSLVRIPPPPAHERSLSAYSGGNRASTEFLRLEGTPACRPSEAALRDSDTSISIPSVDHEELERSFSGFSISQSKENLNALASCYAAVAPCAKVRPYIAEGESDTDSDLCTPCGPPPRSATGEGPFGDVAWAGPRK
OX1R FRET antag – antagonists of human orexin 1 receptor (OX1R). Orexin/Hypocretin receptor type 1 (Homo sapiens), O43613. OX1R-expressing cells, FRET antagonist read-out. inhibition, % at 6.6 µM. 330,000 compounds, 1.8% hits; in the data active = inhibition mostly above about 38%, no sharp cut-off; inactive = mostly below about 40%;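 also: 0% = agonist challenge alone and 100% = reference antagonist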
STK33 inh – inhibitors of purified STK33 kinase, primary screen, biochemical, ADP-Glo luminescence, homogeneous, cell-free. inhibition, % at 10 µM. 320,000 compounds, 0.073% hits. AID 2661, 2010. MBP phosphorylation;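 active = inhibition at or above 25%, using the most active replicate where run in duplicate; inactive = inhibition below 25%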
The depositor's hits bear a star; i = inactive; nt = not tested or not shown.

SMILES	KCNQ2 inh	OX1R FRET antag	STK33 inh
CNC(=O)C(=O)NCC1OCCN1S(=O)(=O)c1ccc(C)cc1 (stereo not given)	i	-5	1.4
c1ccc(Nc2ncnc3sccc23)cc1	i	13	-0.2
OC(C#CCN1CCCC1)(c1ccccc1)c1cccc(F)c1 (stereo not given)	i	-4	0.6
CCn1nnc(-c2ccccc2NC(=O)c2ccc(-n3cnnn3)cc2)n1	i	21	0.8
S=c1[nH]nc(-c2cc(-c3ccccc3)n[nH]2)n1/N=C/c1ccccc1	i	12	-1.7
COc1ccc(NS(=O)(=O)c2cc(NC(=O)COc3ccccc3F)ccc2OC)cc1	nt	10	0.1
COc1c([N+](=O)[O-])c(=O)oc2ccccc12	i	7	0.7
CCCN1CCC(=O)N([C@H](CO)CC(C)C)CC1	i	17	-1.9
CN(C)Cc1c(O)ccc2c1O/C(=C\C=C\c1ccccc1)C2=O	i	28	8.0
CCc1nc2ccc(C(=O)Nc3ccc4c(c3)OCO4)cc2nc1CC	i	35*	-1.6
O=C1Cc2ccccc2C(c2ccc(Cl)cc2)N1 (stereo not given)	i	7	-0.1
CCN(C(=O)c1sc(N)c(C#N)c1C)C1CCCCC1	i	14	-0.6
CSc1ncccc1C(=O)OCc1ccccc1	i	10	1.6
O=C(O)c1ccc(CSCc2c(F)cccc2Cl)o1	i	5	-1.4
COc1ccc(-c2cn3cc(Cl)ccc3n2)cc1OC	i	45*	0.6
CCC(C)NS(=O)(=O)c1ccc(S(=O)(=O)N(CCc2ccc(OC)c(OC)c2)Cc2cccs2)cc1 (stereo not given)	i	58	-2.4
Cc1cccnc1NC1(C(F)(F)F)N=C(c2ccccc2)NC1=O (stereo not given)	i	10	-1.0
NC(=O)C1CN(S(=O)(=O)c2ccc(Cl)cc2F)c2ccccc2O1 (stereo not given)	i	9	-1.3
COc1cscc1C(N)=O	i	22	-1.8
Cc1ccc(-n2c(=O)c3c(n4cnnc24)-c2ccccc2CC32CCCCC2)cc1	i	18	3.6
CCCS(=O)(=O)N1CCCC(C(=O)NCCCOCC)C1 (stereo not given)	i	1	-0.2
COc1ccc(N2CCN(CCCNC(=O)c3ccc(CS(=O)(=O)c4ccc(Cl)cc4)o3)CC2)cc1	i	6	-4.3
CCOC(=O)Cc1c[nH]c2ccccc12	i	16	-0.8
CCOC(=O)c1c(-c2ccccc2)csc1NC(=O)c1cc(S(=O)(=O)N2CCOCC2)ccc1C	i	23	-0.9
CCN(CC)Cc1c(C(=O)N/N=C/c2c(Cl)cccc2Cl)nnn1-c1nonc1N	i	15	1.2
Later entries.
SMILES	KCNQ2 inh	OX1R FRET antag	STK33 inh
CCc1nnc(NC(=O)CCC2CCCCC2)s1	i	10	-1.5
CC(c1ccon1)N(C)C(=O)c1ccc(OC2CCN(C(=O)C3CC3)CC2)cc1 (stereo not given)	i	17	-1.3
NC(=O)c1oc2ccccc2c1NC(=O)C1CC(=O)N(c2ccccc2)C1 (stereo not given)	i	13	-0.1
Cc1ccc2cc(CN(C)S(C)(=O)=O)c(=O)[nH]c2c1	i	30	0.1
S=C(Nc1ccccc1)N1CCCCC1	i	14	-0.8
CC1(C)CC(NC(=O)C2CCN(S(=O)(=O)c3ccc(F)cc3)CC2)CC(C)(C)N1	i	15	0.4
CCCC(=O)Nc1c2c(nn1-c1ccc(OC)cc1)CS(=O)C2 (stereo not given)	i	20	0.8
CCc1nn(CC(=O)NC2CCN(Cc3ccccc3)CC2)c(=O)c2cc3cc(F)ccc3n12	i	5	-0.4
Cn1ccnc1SCC(=O)NC1(C#N)CCCCC1	i	14	-0.7
CCCC(=O)N(c1ccc(C(=O)O)cc1)c1nc(-c2ccccc2)c(C)s1	i	25	-1.4
CCCCCc1c(C)nc(N2CCN(Cc3ccc4c(c3)OCO4)CC2)[nH]c1=O	i	-7	-1.1
Nc1nc(SCC(=O)N2CCOCC2)n[nH]1	i	4	1.3
COc1ccc(C2CC(=O)N3CN(c4ccc(C)c(Cl)c4)CSC3=C2C#N)cc1OC (stereo not given)	i	7	0.5
COc1cccc2cc(-c3csc(NC(=O)CCC(=O)NCCCN4CCC(C)CC4)n3)c(=O)oc12	i	19	0.2
O=C(Cc1ccccc1)c1c[nH]c(C(=O)NC2CCCC2)c1	i	6	-0.9
Cc1ccc(-n2[nH]c(C)c(C=Nc3ccc(S(=O)(=O)N4CCOCC4)cc3)c2=O)c(C)c1	i	8	-0.4
Cc1c(Br)c([N+](=O)[O-])nn1CCCC(=O)NC(C)c1ccccc1 (stereo not given)	i	19	0.7
COc1ccc(/C=C/C(=O)N2CCCc3ccccc32)cc1	i	36	-0.1
COC(=O)c1ccccc1NC(=O)CSc1nc2ncccc2[nH]1	i	15	-1.1
Cc1ccc(NC(=O)Nc2ccccc2)nc1	i	28	-0.4
CCOC(=O)c1c(NC(=O)C2c3ccccc3Oc3ccccc32)sc(C(C)=O)c1C	-5.7*	24	-3.5
CCN(C(=O)c1ccc2c(=O)n3c(nc2c1)CCCCC3)c1cc(OC)ccc1OC	i	12	-0.1
Cc1cc(C)cc(OCC(=O)Nc2ccncc2)c1	i	3	0.6
O=C(O)C/C(=C\c1ccc(Cl)cc1)c1nc2ccccc2o1	i	14	-1.7
O=C1OC(c2ccc(F)cc2)=C/C1=C\c1ccc([N+](=O)[O-])o1	i	25	1.1
Continued:
SMILES	KCNQ2 inh	OX1R FRET antag	STK33 inh
COC(=O)CNC(=O)c1cc(-c2ccncc2)nc2c(C)c(Cl)ccc12	i	23	0.3
CCOc1ccc(CCNC(=O)C(C)n2nc(C)c3c(C)n(-c4ccccc4)nc3c2=O)cc1 (stereo not given)	i	18	-0.5
Cc1ccc(C(=O)CSc2nc3ccccc3c(=O)n2-c2ccccc2)s1	i	12	-0.9
O=C1C(C2=C(O)c3ccccc3C2=O)=Nc2ccccc21	i	23	3.6
O=C(NCCCN1CCCC1=O)C(=O)NCC1OCCCN1S(=O)(=O)c1cc(F)ccc1F (stereo not given)	i	7	-0.2
COc1ccc(C(=O)N2CCN(c3nc4cc(C)ccc4cc3C#N)CC2)c(OC)c1	i	20	-0.8
CCC(C)NC(=O)c1[nH]c(C)c(C(=O)OC)c1C (stereo not given)	i	11	1.2
Cc1ccc2nc(SCC(=O)c3ccc(Cl)cc3)nc(=O)n2c1	i	17	-1.2
CC(=O)N1N=C(c2ccc(C)cc2)CC1c1ccco1 (stereo not given)	i	2	0.3
CCc1ccccc1N1C(=O)C(Cl)=C(N2CCOCC2)C1=O	i	21	nt
O=C(Nc1ccccn1)c1nc(-c2ccccc2)n(-c2ccccc2)n1	i	14	2.1
N/C(=N\OCc1ccccc1)c1nonc1N	i	5	0.7
O=C(Nc1ccccc1C(=O)Nc1cccnc1)c1ccccc1	i	32	5.9
COc1cc(CCC(=O)N2CCN(c3ncccn3)CC2)cc(OC)c1OC	i	10	-0.3
Cc1ccc(C)c(COC(=O)CCN=C2NS(=O)(=O)c3ccccc32)c1	i	19	-0.3
O=C(CN1CCOCC1)N/N=C/c1cccc2ccccc12	i	6	0.6
CC(Oc1ccc(C#N)cc1)C(=O)N1CC=C(c2ccccc2)CC1 (stereo not given)	nt	18	0.1
COc1cccc(-c2nnc(SCC3CNC(=O)O3)n2-c2ccc(Cl)cc2)c1 (stereo not given)	i	8	-1.1
C=CCn1c(CCNC(=O)c2cccs2)n[nH]c1=S	i	14	-2.7
O=[N+]([O-])c1ccc2c(c1)nc1n2CCSC1	i	18	0.0
N#Cc1cc2c(nc1SCc1ccccc1)CCCC2	i	7	-0.8
COc1ccccc1CCC(=O)Nc1ccc2c(c1)CN(Cc1ccc(C)o1)CC2	i	4	-0.8
Cc1cc(C)nc(SCC(=O)N/N=C/c2cccn2-c2ccc(O)cc2)n1	i	29	0.3
O=C1CNC(=S)N1C(CO)c1ccccc1 (stereo not given)	i	12	0.1
CCC(=O)NC(c1ccc(C)cc1)c1cc(Cl)c2cccnc2c1O (stereo not given)	nt	16	-0.4

Some of the entries so far, with bars between the fields:
structure | KCNQ2 inh | OX1R FRET antag | STK33 inh
C=CCn1c(CCNC(=O)c2cccs2)n[nH]c1=S | i | 14 | -2.7
O=[N+]([O-])c1ccc2c(c1)nc1n2CCSC1 | i | 18 | 0.0

Additional compounds follow.
SMILES	KCNQ2 inh	OX1R FRET antag	STK33 inh
COc1ccc(C(=O)c2coc3ccc(O)c(CN4CCCCC4)c23)cc1	i	14	-0.3
OCCC1CN(Cc2cccc3nccnc23)CCN1Cc1ccc(F)c(F)c1 (stereo not given)	i	6	-1.1
CCN(Cc1cnn(C)c1)Cc1nc(C(c2ccccc2)c2ccccc2)no1	i	24	-1.3
COc1ccc(/C=N/NC(=O)COc2cccc3ccccc23)c(C(=O)O)c1OC	i	4	-1.6
Cn1c(=O)c2c(ncn2Cc2cccc(Cl)c2)n(C)c1=O	i	14	-1.4
CCOC(=O)NC(=O)c1cn(-c2ccc(OC)cc2)c(=O)[nH]c1=O	i	0	0.5
Cc1nnc(SCC(=O)c2ccccc2)n1Cc1ccccc1	i	7	0.4
CCC(CC)c1nc(C#N)c(NCc2ccccc2)o1	i	12	-0.7
OCCC1CN(Cc2cccn2-c2ccccn2)CCN1C1CCCCC1 (stereo not given)	i	10	-0.3
O=C(Cc1ccccc1)Nc1ccccc1C(=O)N1CCCCCC1	i	14	-0.8
CC1CCCC(NC(=O)c2ccc3c(c2)N(Cc2ccccc2)C(=O)CS3=O)C1C (stereo not given)	i	10	1.0
CC(=O)Nc1ccc(-c2nnc(SCc3ccccc3C#N)n2C)cc1	i	10	-0.9
COc1cccc(N2CC(C(=O)Nc3nnc(SCC(=O)N4CCCC4)s3)CC2=O)c1 (stereo not given)	i	13	-1.0
CNC(=S)N/N=C/c1ccc(N2CCOCC2)s1	i	37	-1.3
COc1cccc(CNC(=O)CCNC(=O)C2CCN(S(=O)(=O)c3ccc(F)cc3)CC2)c1	i	21	-0.5
COc1ccc(N2CCc3c(C)nc4c(OC)cccc4c32)cc1	i	70*	0.2
COC(=O)c1nn(-c2cccc(Cl)c2)ccc1=O	i	12	-0.6
Cc1ccc(Oc2nc(-c3ccccc3)ncc2S(=O)(=O)c2ccc(C)cc2)cc1	i	3	0.1
O=C(Cc1ccc(-n2c(=O)c3ccccc3n(Cc3cccc([N+](=O)[O-])c3)c2=O)cc1)NCC1CCCO1 (stereo not given)	i	20	-1.7
CCCc1cc(C(=O)Nc2ccc(Cl)cn2)cs1	i	nt	0.0
S=c1[nH]ncn1/N=C/c1ccc(N2CCOCC2)cc1	i	25	1.4
Cc1ccc(OC(C)C(=O)Nc2ccc(F)cc2)c([N+](=O)[O-])n1 (stereo not given)	nt	2	5.6
Cc1cc2nc3c(nc2cc1C)CCCC3	i	9	0.2
CCc1cc(=O)oc2cc(C)cc(OCC(=O)NCC(O)c3ccccc3)c12 (stereo not given)	i	15	-1.2
COc1ccc(CCNC(=O)Cn2nc(C)n3nc(-c4ccccc4)cc3c2=O)cc1OC	i	17	-0.9

Quoted at random: two records from the list
SMILES	KCNQ2 inh	OX1R FRET antag	STK33 inh
Cc1ccc(Oc2nc(-c3ccccc3)ncc2S(=O)(=O)c2ccc(C)cc2)cc1	i	3	0.1
Cn1c(=O)c2c(ncn2Cc2cccc(Cl)c2)n(C)c1=O	i	14	-1.4

Full records, quoted from the list. Order of values: KCNQ2 inh	OX1R FRET antag	STK33 inh
Results for `CCOC(=O)NC(=O)c1cn(-c2ccc(OC)cc2)c(=O)[nH]c1=O` = i	0	0.5
Results for `CCN(Cc1cnn(C)c1)Cc1nc(C(c2ccccc2)c2ccccc2)no1` = i	24	-1.3
Results for `CCCc1cc(C(=O)Nc2ccc(Cl)cn2)cs1` = i	nt	0.0
Results for `COc1ccc(N2CCc3c(C)nc4c(OC)cccc4c32)cc1` = i	70*	0.2
Results for `OCCC1CN(Cc2cccn2-c2ccccn2)CCN1C1CCCCC1` (stereo not given) = i	10	-0.3

More entries
SMILES	KCNQ2 inh	OX1R FRET antag	STK33 inh
CCCC(=O)Nc1nc(CC(=O)OCC)cs1	i	27	0.5
Cc1ccc(-c2c(C)n([O-])c3c([n+]2=O)CCCCC3)cc1	i	17	1.4
Cc1ccc(S(=O)(=O)N=C2SCCCS2)cc1	i	6	-1.4
COc1ccc(OC)c(NC(=O)CS(=O)(=O)Cc2nc(-c3ccccc3C)oc2C)c1	i	72*	-0.7
CCOC(=O)N1CCN(C(=O)c2ccccc2NC(=O)c2ccc(C(C)(C)C)cc2)CC1	i	11	-0.4
CC(C)CCNC(=O)c1cc(-c2cccs2)nc2ccccc12	i	2	-1.8
CCN1C(=O)[C@@H]2[C@@H](c3ccc(-c4ccccc4)cc3)N3CCCC[C@@]3(C(=O)OC)[C@@H]2C1=O	i	13	-0.2
